Compound activity from PubChem.
NSD2 inh – NSD2 histone methyltransferase inhibitors, primary screen, biochemical, AlphaScreen, single concentration, set 2; Histone-lysine N-methyltransferase NSD2 (Homo sapiens), O96028; NSD2 peptide methylation, 120 min; inhibition, % at 12.5 µM; hit rate 0.54% among 310,000; in the data active = inhibition above about 50%
DSG3 Ab inh – inhibitors of pemphigus antibody binding to DSG3, primary screen, biochemical, bead-based, flow cytometry, scFv-GFP. DSG3-coupled beads, scFv-anti-DSG3-GFP binding; stronger effect = lower value. binding (percent of control), % at 10 µM. hit rate 0.48% among 310,000. AID 588358, 2011;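 active = binding more than 3 SD below its plate's average and above zero; inconclusive = below that plate limit but binding exactly zero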; note: some compounds called inactive have numbers as strong as hits
Target sequence (P32926 whole entry, looked up): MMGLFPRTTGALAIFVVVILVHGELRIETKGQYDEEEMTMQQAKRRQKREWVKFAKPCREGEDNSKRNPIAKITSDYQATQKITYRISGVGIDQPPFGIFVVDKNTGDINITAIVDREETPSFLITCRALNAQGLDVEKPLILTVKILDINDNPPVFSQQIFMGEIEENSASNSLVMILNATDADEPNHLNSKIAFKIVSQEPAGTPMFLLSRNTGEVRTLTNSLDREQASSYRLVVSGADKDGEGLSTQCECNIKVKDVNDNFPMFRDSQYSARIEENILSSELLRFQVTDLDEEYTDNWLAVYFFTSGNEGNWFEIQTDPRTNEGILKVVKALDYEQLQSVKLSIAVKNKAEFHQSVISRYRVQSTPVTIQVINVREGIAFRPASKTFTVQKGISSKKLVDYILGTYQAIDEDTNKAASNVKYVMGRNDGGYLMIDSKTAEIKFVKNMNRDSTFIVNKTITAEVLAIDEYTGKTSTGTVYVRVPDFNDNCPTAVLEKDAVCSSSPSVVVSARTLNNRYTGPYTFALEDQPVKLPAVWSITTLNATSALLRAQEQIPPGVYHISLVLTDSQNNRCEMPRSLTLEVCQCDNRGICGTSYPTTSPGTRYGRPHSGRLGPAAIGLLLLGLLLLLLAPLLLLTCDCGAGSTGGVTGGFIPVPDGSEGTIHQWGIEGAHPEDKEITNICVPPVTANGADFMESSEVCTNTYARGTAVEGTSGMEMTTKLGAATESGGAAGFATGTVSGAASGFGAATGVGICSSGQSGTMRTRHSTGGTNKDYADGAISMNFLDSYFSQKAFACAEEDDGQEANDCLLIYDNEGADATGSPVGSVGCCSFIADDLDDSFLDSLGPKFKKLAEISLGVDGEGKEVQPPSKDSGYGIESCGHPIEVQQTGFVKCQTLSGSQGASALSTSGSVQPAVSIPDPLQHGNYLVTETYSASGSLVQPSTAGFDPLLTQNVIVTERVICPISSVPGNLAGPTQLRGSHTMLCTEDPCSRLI
dFosB act – activators of delta FosB homodimer, primary screen, biochemical, fluorescence polarization, TAMRA-CDK5 oligo, single point | Protein FosB (Mus musculus), P13346 | activation, % at 25 µM | hit rate 0.99% among 340,000 | purified delta FosB; percent of positive-control signal above neutral wells;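 active = mean activation above about 17%, with every replicate also reaching it, limit read from the data, passing the limit was not always enough; inconclusive = only one of the two conditions met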;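 note: fluorescence polarization rise as delta FosB binds a TAMRA Cdk5 AP-1 oligo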
SUMO Mot1 rescue – yeast Mot1-301 growth rescue at high temperature, primary screen, SUMOylation pathway inhibitor project, S. cerevisiae, ATP luminescence, 38.5C | S. cerevisiae Mot1-301 growth rescue; percent above DMSO median, 100 means doubled | growth rescue, % at 18.8 µM | hit rate 1% among 320,000 | AID 2716, 2010;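 active = every valid replicate shows activation above 250% relative to neutral control wells; inactive = the rest, any valid replicate at or below 250%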;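 note: OY570 slx delta 5 strain wells were the positive control but not used for scaling; some compounds called inactive have numbers as strong as hits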
SR-BI DiI inh – inhibitors of SR-BI mediated HDL lipid uptake, primary screen, ldlA[mSR-BI] cells, fluorescence, single point. Scavenger receptor class B member 1 (Mus musculus), Q61009. ldlA[mSR-BI] CHO cells, DiI-HDL uptake fluorescence, 3 h. inhibition, % at 12.5 µM. hit rate 0.96% among 320,000. AID 488896, 2010;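 active = mean replicate inhibition of at least 70% and a set share of replicates each scoring 70 or more; inconclusive = meets just one of the two criteria; inactive = fails both criteria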;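 note: 0% = median of neutral control wells and 100% = median of positive control wells; values of inactives mirror those of a sister screen read the other way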
SR-BI uptake up – activators of SR-BI mediated DiI-HDL uptake, primary screen, ldlA[mSR-BI] CHO cells, DiI fluorescence; 3 h; 100 = double the neutral-control signal; activation, % at 12.5 µM; hit rate 0.096% among 320,000;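 active = mean replicate activation of at least 60% and every replicate at or above 60%; inconclusive = mean or all-replicate condition met, but not both; inactive = mean below 60% and not all replicates reaching 60%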;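 note: 0% = median plate neutral-control signal and 100% = twice that signal; values of inactives mirror those of a sister screen read the other way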
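Assay system: LDL receptor-deficient CHO ldlA cells overexpressing murine SR-BI / Medium: BSA-supplemented, HEPES-buffered Ham's F12, pH 7.4 / Probe or stimulus: DiI-labelled HDL at 10 µg/mL final / Timing: compound with DiI-HDL co-incubation, 3 h at 37 °C / Technique: bottom-read cell fluorescence after medium removal, ex 550/em 595 nm / Measure: HDL uptake via cellular fluorescence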
CDK5 inh – inhibitors of human CDK5/p35 kinase, primary screen, biochemical, single concentration; Cyclin-dependent kinase 5 (Homo sapiens) + Cyclin-dependent kinase 5 activator 1 (Homo …; Recombinant CDK5/p35, ADP-Glo luminescence, 60 min; inhibition, % at 10 µM; hit rate 0.01% among 330,000; AID 488839, 2010;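 active = highest replicate inhibition of at least 50% and at least 75% of replicates reaching 50%; inconclusive = only one of the two criteria met; inactive = both criteria failed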;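 note: plate controls were DMSO neutral control for no effect and GW8510 at 10 µM for full effect; many of its hits are not listed in these tables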
PKA-R2B activ – activators of PKA-R2B holoenzyme, primary screen, biochemical, fluorescence polarization, Cy5-IP20, human. cAMP-dependent protein kinase catalytic subunit beta (Homo sapiens) + cAMP-dependent …. PKA-R2B holoenzyme dissociation; R2B truncated from residue 108, S112A mutant; 0% DMSO only, 100% 113 µM cGMP. activation, % at 11.4 µM. hit rate 0.079% among 340,000. AID 504700, 2011;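 active = activation above a cutoff set at the mean over all compounds plus 3 SD, cut at about 18% in these data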;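 note: higher means more holoenzyme dissociation and a rise in polarization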
MITF act – activators of MITF-driven TRPM1 promoter reporter, primary screen, cell-based, SK-MEL-5, luciferase, single point. SK-MEL-5 TRPM1-promoter luciferase, 24 h; % of positive control, neutral wells = 0. AID 588334, 2011. activation, % at 12.5 µM. hit rate 0.75% among 300,000;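 active = mean activation of at least 80% with every replicate also reaching 80%; inconclusive = mean reaches 80% but some replicate falls short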;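 note: 0% = neutral control wells and 100% = parthenolide positive control wells; values of inactives mirror those of a sister screen read the other way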
Arr AP2 block – inhibitors of beta-arrestin/AP2 binding, primary screen, biochemical, GPCR trafficking, flow cytometry | FITC-arrestin peptide / GST-AP2 beads; AP2 beta2 appendage carries R879A mutation | inhibition, % at 10 µM | hit rate 0.31% among 340,000;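 active = inhibition above a set limit, near 3 SD of compounds lacking own fluorescence, cut at about 54% in these data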;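 note: plate controls were DMSO wells for no effect and 5 µM unlabelled arrestin peptide for full effect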
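Assay system: GST-AP2 R879A bound to glutathione beads, E. coli-expressed; Medium: PBS with 0.05% Tween 20 and 0.1% BSA; Also added: fluorescein-tagged arrestin peptide at 50 nM final; Timing: 12 min plus 1 h, RT; Measured by: flow cytometry, FL1 (488/535 nm); Evaluation: percent drop in bead-associated FITC signal.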
PKA-R1A activ – activators of PKA-R1A holoenzyme, primary screen, biochemical, fluorescence polarization, Cy5-IP20, bovine R1A, mouse PKAc; PKA-R1A dissociation; scaled: DMSO 0%, 113 µM cGMP 100%; activation, % at 11.4 µM; hit rate 0.083% among 340,000; AID 504707, 2011;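 active = percent activation above the mean of all tested compounds plus 3 SD, cut at about 19% in these data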;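 note: higher means more PKAc released from R1A so a rise in polarization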
Numbers without * were called inactive; ? = inconclusive; . = not tested or not shown.

The opening 2 records, to show the layout:
SMILES | NSD2 inh | DSG3 Ab inh | dFosB act | SUMO Mot1 rescue | SR-BI DiI inh | SR-BI uptake up | CDK5 inh | PKA-R2B activ | MITF act | Arr AP2 block | PKA-R1A activ
Cc1cc(Br)ccc1NC(=O)C1C2CCC(O2)C1C(=O)O (stereo not drawn) | 0 | 99 | 2 | -9 | -42 | 42 | -0.5 | 5 | . | 6 | -4
Cc1c(NC(=O)Nc2ccc3c(c2)OCO3)cccc1[N+](=O)[O-] | -3 | . | 7 | 132 | 18 | -18 | 1.3 | 1 | 71 | 14 | -12

All compounds of this part, from the start:
SMILES | NSD2 inh | DSG3 Ab inh | dFosB act | SUMO Mot1 rescue | SR-BI DiI inh | SR-BI uptake up | CDK5 inh | PKA-R2B activ | MITF act | Arr AP2 block | PKA-R1A activ
Cc1cc(Br)ccc1NC(=O)C1C2CCC(O2)C1C(=O)O (stereo not drawn) | 0 | 99 | 2 | -9 | -42 | 42 | -0.5 | 5 | . | 6 | -4
Cc1c(NC(=O)Nc2ccc3c(c2)OCO3)cccc1[N+](=O)[O-] | -3 | . | 7 | 132 | 18 | -18 | 1.3 | 1 | 71 | 14 | -12
COc1ccc(S(=O)(=O)N2CCC(C(=O)N3CCN(C)CC3)CC2)cc1Cl | -3 | 109 | 0 | 161 | . | . | -0.1 | 2 | . | 9 | 0
CN(c1ccccc1C(=O)O)S(C)(=O)=O | 25 | 105 | 3 | -27 | -2 | 2 | -0.4 | -7 | -1 | -3 | -2
CC1(C)Cc2c(sc3c2c(=N)n(Cc2ccco2)c(=O)n3CC(=O)Nc2ccc(Cl)cc2)CO1 | 2 | 100 | 8 | 46 | 7 | -7 | -0.9 | -3 | -7 | -2 | 1
O=C(c1cccs1)N1CCCC1 | 2 | 72 | 0 | -12 | 1 | -1 | 2.9 | -5 | -3 | -5 | 6
O=C1[C@H]2[C@H](ON3CCCC[C@H]23)C(=O)N1c1cccc(C(F)(F)F)c1 | -3 | 108 | -5 | -4 | -36 | 36 | 0.5 | -2 | 3 | 9 | -10
CC12CCC3c4ccc(O)cc4CCC3C1CC(=NO)C2O (stereo not drawn) | 0 | 100 | 1 | . | -5 | 5 | 1.7 | -9 | 2 | 7 | 0
Cc1cc(C)n(-c2ccc(F)cc2CN2CCN(C3CCCC3)C(CCO)C2)n1 (stereo not drawn) | . | 97 | -11 | 2 | . | . | 0.5 | 2 | -2 | 14 | -6
O=C(Nc1cc(SCC(O)CO)cc([N+](=O)[O-])c1)c1ccc(-n2cnnn2)cc1 (stereo not drawn) | 0 | 94 | ? | 5 | 8 | -8 | -1.9 | -1 | 0 | 1 | 6
CC1CCCN(C(=O)CN2C(=O)c3ccccc3S2(=O)=O)C1 (stereo not drawn) | -7 | . | 8 | -10 | 2 | -2 | 0.3 | -2 | -13 | -4 | -5
COc1ccc(Cn2nnnc2C(c2cc3ccc(OC)cc3[nH]c2=O)N2CCC(C)CC2)cc1 (stereo not drawn) | -1 | 117 | -14 | -2 | 0 | 0 | -0.1 | 1 | . | -1 | -2
CCSc1nc2c(cnn2-c2ccccc2)c(=O)n1N | -3 | 96 | -3 | 221 | -4 | 4 | 2.4 | . | . | 29 | .
Cn1cc(CN2CCC(n3nccc3NC(=O)CCc3ccccc3)CC2)cn1 | 0 | 101 | 1 | -21 | -18 | 18 | -0.3 | -11 | -1 | -7 | -4
CN(CC(=O)Nc1cccc(F)c1)C(=O)Cn1c(=O)cnc2ccccc21 | -5 | 96 | -8 | 1 | -27 | 27 | -5.8 | -6 | 7 | -3 | 5
COCCNC(=O)c1ccc(C2SCC(=O)N2CCc2ccccc2)cc1 (stereo not drawn) | -1 | 109 | -4 | 6 | -25 | 25 | 0.4 | -11 | -8 | -20 | -3
CCn1c2ccccc2c2cc(NS(=O)(=O)c3ccc(C)cc3)ccc21 | 0 | . | -12 | -5 | 22 | -22 | 0.2 | 1 | -21 | 11 | -15
Cc1ccc2nc3c(cc2c1)c(NC(=O)C1CCCO1)nn3CC(C)C (stereo not drawn) | -7 | 108 | -5 | -2 | 69 | -69 | -2.8 | -7 | . | -2 | -8
COc1ccc(-c2ccc(SCC(=O)Nc3nnc(C)s3)nn2)cc1 | 0 | 99 | -6 | -29 | -9 | 9 | 0.7 | 3 | 20 | 2 | -1
Cc1ccccc1Oc1nc2ccccc2n2cnnc12 | -3 | 99 | 1 | 6 | -9 | 9 | 0.0 | 2 | 8 | 7 | -12
Cc1cc(C(C)(C)C)ccc1OCCN1CCCC1 | 0 | 113 | 2 | 17 | . | . | 1.1 | -2 | -3 | 11 | -6
COc1ccc(CC(=O)NCc2n[nH]c(=S)n2-c2cccc(Cl)c2)cc1 | -3 | 98 | -1 | 2 | -19 | 19 | 1.4 | -16 | -1 | -19 | -6
Cc1ccc(CCN2CC(C(=O)NCCCN3CCCCC3)CC2=O)cc1 (stereo not drawn) | 9 | 103 | -6 | 14 | -9 | 9 | 0.7 | 2 | -5 | 29 | 0
COc1ccc(-c2nc3ccccc3o2)cc1NC(=O)CSc1ccc(Cl)cc1 | 0 | 91 | -6 | -24 | 20 | -20 | -0.6 | -4 | 16 | 7 | -15
O=C(Nc1ccc(CN2CCOCC2)cc1)c1ccc(-c2cccc(Cl)c2)o1 | 0 | 101 | -20 | . | 31 | -31 | 2.5 | -17 | -1 | 1 | 2
CCCCCC(=O)NCC(C)NC(=O)CCCCC (stereo not drawn) | -3 | 99 | -12 | 486* | 6 | -6 | . | -10 | 7 | 2 | 10
O=C(NCCN1CCOCC1)c1ccc(-c2ccccc2)cc1 | . | . | -6 | 2 | 6 | -6 | 3.4 | 1 | 19 | 4 | -8
COc1ccc(-c2noc3c2-c2nc(C4CCCCC4)sc2CC3)cc1 | . | 107 | 3 | 6 | 22 | -22 | 0.1 | -12 | 0 | -16 | -4
COc1ccc2[nH]c(C)c(CCNC(=S)Nc3cc(C)cc(C)c3)c2c1 | . | 82 | -3 | -12 | 43 | -43 | -1.1 | -5 | 10 | 13 | -11
CC(C)C[C@@H](CN)NC(=O)c1nc[nH]c1C(=O)N[C@@H](Cc1ccccc1)C(=O)CNC[C@H](C)NC(=O)c1nc[nH]c1C(=O)N[C@@H](CC(C)C)C(=O)O | . | 114 | -16 | . | -23 | 23 | -3.7 | 7 | 14 | -1 | -5
Cc1ccc(C(=O)COC(=O)CCC(=O)Nc2cc(Cl)ccc2Cl)cc1[N+](=O)[O-] | -1 | 108 | -6 | -4 | . | . | -0.3 | -21 | 11 | 3 | -13
CN(CCc1ccccc1)C(=O)c1cc(COc2ccc(F)cc2Cl)on1 | -3 | 101 | -21 | . | 20 | -20 | -4.1 | -7 | 60 | 4 | -4
Cc1nc2c3ccccc3nc(SCC(=O)N3CC(C)CC(C)C3)n2n1 (stereo not drawn) | 0 | 100 | -4 | 2 | 10 | -10 | -1.0 | 8 | . | 6 | -1
CN(C)c1cc2c3ccccc3n(C)c2cc1N | 19 | 101 | -6 | . | 1 | -1 | -1.6 | 2 | -11 | 5 | -9
COc1cc(NC(=O)C2CCCCC2)c(OC)cc1NC(=O)CN1CCCCC1 | 3 | 104 | -5 | -15 | 24 | -24 | 1.5 | 3 | 22 | 8 | -4
Cc1ccc(OCc2nnc(SCC(=O)Nc3ccc4c(c3)OCCO4)n2Cc2ccco2)cc1 | 0 | 99 | 0 | 16 | 10 | -10 | 1.1 | -5 | -3 | 4 | -10
CCN(C[C@H]1N[C@@](C)(C(=O)OC)[C@H]2C(=O)N(C)C(=O)[C@@H]12)C(=O)c1ccc(C)cc1 | . | 118 | 0 | -13 | -9 | 9 | -1.5 | 4 | 5 | -3 | 1
Cc1ccc(CN2CCC(Oc3ccc(C(=O)NCc4ccccn4)cc3)CC2)o1 | 2 | 104 | -8 | -13 | -14 | 14 | 0.4 | 3 | -4 | -2 | 11
COc1cc(OC)c(C2=NOC(C(=O)Nc3c(C)n(C)n(-c4ccccc4)c3=O)C2)cc1Cl (stereo not drawn) | . | 99 | 1 | -3 | 38 | -38 | -0.6 | -12 | -9 | -8 | -2

Full records, quoted from the list.
`CN(C)c1cc2c3ccccc3n(C)c2cc1N` is listed as NSD2 inh = 19; DSG3 Ab inh = 101; dFosB act = -6; SUMO Mot1 rescue = .; SR-BI DiI inh = 1; SR-BI uptake up = -1; CDK5 inh = -1.6; PKA-R2B activ = 2; MITF act = -11; Arr AP2 block = 5; PKA-R1A activ = -9
`Cc1ccc(C(=O)COC(=O)CCC(=O)Nc2cc(Cl)ccc2Cl)cc1[N+](=O)[O-]` is listed as NSD2 inh = -1; DSG3 Ab inh = 108; dFosB act = -6; SUMO Mot1 rescue = -4; SR-BI DiI inh = .; SR-BI uptake up = .; CDK5 inh = -0.3; PKA-R2B activ = -21; MITF act = 11; Arr AP2 block = 3; PKA-R1A activ = -13
